# Source: PubChem BioAssay
# TRHR PAM = allosterically enhances the human TRH receptor | P34981 | TRHR cells, fluo-8 calcium fluorescence, EC20 TRH enhancement | enhancement, % at 2 µM | 360,000 tested, 0.66% active; in the data active = enhancement above about 30%; note: 0% is about no effect
#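 TRHR-expressing cells loaded with fluo-8 calcium dye were read kinetically (ex 480/em 530) during compound addition, then stimulated with an EC20 of TRH (10 nM final). Enhancement of the Gq-mediated intracellular calcium response was scored.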
# D2 potentiator = D2 dopamine receptor (human) potentiation. P14416. HEK293 T-REx D2, calcium flux, EC20 dopamine potentiation. potentiation, % at 10 µM. 340,000 tested, 0.34% active. AID 485347;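 active = potentiation over 3 SD above the plate norm, cut at about 30% in these data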; note: 0% is about no effect
# Target sequence (P14416 whole entry, looked up): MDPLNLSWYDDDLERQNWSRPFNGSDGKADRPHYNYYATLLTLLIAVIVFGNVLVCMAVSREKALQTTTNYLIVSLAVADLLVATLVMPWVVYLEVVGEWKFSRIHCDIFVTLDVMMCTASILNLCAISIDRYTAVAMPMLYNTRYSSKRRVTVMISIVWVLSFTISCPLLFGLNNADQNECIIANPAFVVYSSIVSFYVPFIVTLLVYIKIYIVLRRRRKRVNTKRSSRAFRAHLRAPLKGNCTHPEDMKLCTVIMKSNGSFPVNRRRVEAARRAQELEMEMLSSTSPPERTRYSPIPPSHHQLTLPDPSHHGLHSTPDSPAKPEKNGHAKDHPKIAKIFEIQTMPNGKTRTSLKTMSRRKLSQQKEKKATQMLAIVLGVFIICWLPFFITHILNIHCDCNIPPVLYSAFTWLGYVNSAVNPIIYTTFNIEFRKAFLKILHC
#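 Potentiation of an EC20 dopamine calcium response is measured in a force-coupled, tetracycline-inducible Hek293 Trex D2 line. Compound-only kinetic reads over 180 s flag agonists before dopamine addition.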
# D2 agonist = agonists of human D2 dopamine receptor. AID 485358. 340,000 tested, 0.53% active. HEK293 T-REx D2 cells, calcium flux agonist mode. activation, % at 2 µM;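 active = activation over 3 SD above normal in the single-dose calcium agonist read, cut at about 30% in these data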; note: 0% is about no effect
#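 Tetracycline-induced HEK293 Trex cells with D2 receptor force-coupled to calcium signaling, plated overnight at 30 C and loaded with no-wash calcium dye. Calcium flux read kinetically for 180 s after compound addition; responses flag agonists.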
# D1 potentiator = human D1 dopamine receptor positive modulation; HEK293 TREx D1 cells, calcium flux, dopamine EC20 potentiation; potentiation, % at 10 µM; 360,000 tested, 0.036% active; P21728; AID 504651; in the data active = potentiation above about 30%; note: 0% is about no effect
# Target sequence (P21728 whole entry, looked up): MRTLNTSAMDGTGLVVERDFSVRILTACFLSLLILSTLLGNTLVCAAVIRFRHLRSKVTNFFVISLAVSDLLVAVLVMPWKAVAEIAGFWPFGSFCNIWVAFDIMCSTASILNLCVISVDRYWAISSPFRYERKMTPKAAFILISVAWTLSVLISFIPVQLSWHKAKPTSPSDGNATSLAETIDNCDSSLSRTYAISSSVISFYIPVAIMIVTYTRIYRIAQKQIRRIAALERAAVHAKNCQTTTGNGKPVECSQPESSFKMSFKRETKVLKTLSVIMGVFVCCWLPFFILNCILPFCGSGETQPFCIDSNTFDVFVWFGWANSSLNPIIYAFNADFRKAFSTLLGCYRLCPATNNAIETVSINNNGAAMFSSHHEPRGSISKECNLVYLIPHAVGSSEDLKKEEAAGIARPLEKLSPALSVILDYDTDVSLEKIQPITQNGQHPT
# RXFP1 antagonist = antagonists of human relaxin receptor RXFP1; HEK293-RXFP1, relaxin-stimulated cAMP HTRF, 30 min; stronger effect = lower value; activity change, negative = inhibition, % at 57.5 µM; Q9HBX9; 350,000 tested, 0.59% active;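 active = activity change of -60% or lower, but not beyond a set lower limit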; note: % is set by controls: 0 for no effect and ±100 for the full control effect
# TRHR agonist = activates the human TRH receptor; P34981; 360,000 tested, 0.18% active; TRHR cells, calcium flux fluo-8, FDSS agonist mode; activation, % at 2 µM; note: 0% is about no effect
#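 Fluo-8-loaded TRHR cells; 10 s baseline, compound added, kinetic Ca2+ fluorescence read 1/s, agonist mode.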
# D1 antag = blocks dopamine activation of the human D1 receptor | 360,000 tested, 3.2% active | AID 504652 | activity change, negative = inhibition, % at 10 µM | P21728 | HEK293 TREx D1 cells, calcium flux, dopamine EC80; stronger effect = lower value; in the data active = activity change below about -30%; note: % is set by controls: 0 for no effect and ±100 for the full control effect
#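 Using tetracycline-induced force-coupled D1 Hek293 cells and a calcium dye, signals were followed for 180 s after compound, then for 180 s after EC80 dopamine, to detect inhibitors.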
# D1 ag = activates the human D1 dopamine receptor; activation, % at 2 µM; AID 504660; HEK293 T-REx D1 cells, calcium flux, agonist mode; 360,000 tested, 1% active; note: 0% is about no effect
#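 Tetracycline-induced HEK293 TREx D1 cells, force-coupled to calcium signalling, were dye-loaded with a no-wash calcium kit. Compound was pin-added after a 10 s baseline. Fluorescence was read kinetically at 1 cycle/s for 180 s, with calcium rises flagged as agonism.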
# D2 antag = antagonizes the human D2 dopamine receptor | P14416 | inhibition, % at 10 µM | AID 485344 | 340,000 tested, 2% active | HEK293 TREx D2 cells, calcium flux, dopamine EC80; in the data active = inhibition above about 30%; note: 0% is about no effect
#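 Cells plated overnight at 30 C with tetracycline; no-wash calcium dye, 30–90 min RT; 10 s baseline; compound pinned; 180 s read; EC80 dopamine added; another 180 s read.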
# * hit, by the source's call; . = not tested or not shown; & = joins results of further samples. Cut-off read from the data, not from the text of the source, unless noted: active = activation above about 30%; inactive = the rest.
SMILES,TRHR PAM,D2 potentiator,D2 agonist,D1 potentiator,RXFP1 antagonist,TRHR agonist,D1 antag,D1 ag,D2 antag
CCOC(=O)C1CCN(C(=O)c2cc(CN3C(=O)c4ccccc4C3=O)ccc2OCC)CC1,3,2,-0.8,1,-5,0.0,-17,0,-12
COc1cccc(-c2noc(C3CCCN(C(=O)c4ccc(F)cc4)C3)n2)c1 (centres undefined),-26,3,-0.8,7,-66*,-0.4,7,4,6
CC(=O)c1c(C)[nH]c(C(=O)OCc2cccc(Cl)c2)c1C,0,1,0.2,-4,-9,0.2,3,3,-5
C/C(CCc1ccccc1)=N\NC(=O)c1ccccc1[N+](=O)[O-],-3,4,0.5,3,-4,0.6,8,3,0
O=C(CSc1n[nH]c(=O)[nH]c1=O)N/N=C/c1ccccc1,2,-2,-0.6,-3,10,0.0,11,0,11
O=C(CCCN1C(=O)c2ccccc2C1=O)Nc1nccs1,5,9,0.2,-1,-6,0.5,3,3,-12
CCOC(=O)c1c(Nc2cccc(C(=O)OC)c2)nnc(-c2ccccc2)c1-c1ccccc1,-6,4,-1.3,1,.,-0.1,11,5,.
Cn1nnc(NC(=O)c2ccco2)n1,-3,-4,1.1,-2,7,-0.2,-1,1,-1
COc1ccc(OC)c(NC(=O)CSC2=Nc3ccccc3C3=NC(CCC(=O)NCc4ccco4)C(=O)N23)c1 (centres undefined),4,8,-0.2,-4,-13,-0.4,-8,1,.
O=C(O)CCC(=O)Nc1ccccc1C(=O)NC1CCCCC1,1,6,-0.9,1,-6,-0.1,7,-1,10
CCN1C(=O)c2ccccc2S(=O)(=O)c2ccc(C(=O)NCc3ccccc3)cc21,-5,7,0.6,4,.,0.4,-2,7,.
COC(=O)c1cc(-c2ccc3c(c2)OCO3)nc2ccccc12,-4,-7,0.5,-6,0,0.4,-5,1,3
O=C(CCn1c(=O)c2cccn2c2ccccc21)Nc1ccc(F)cc1,-3&4,5&1,1.4&0.5,1&-4,-16&-37,0.7&0.3,33&15,1&11,61*
Cc1cc(C(=O)CCC(=O)Nc2ncccc2O)c(C)s1,3,-11,0.6,-10,2,0.2,-19,0,-3
O=C(CCCN=C1NS(=O)(=O)c2ccccc21)OCC(=O)c1ccc(F)c(F)c1,-3,.,.,1,-5,0.5,-64*,68*,.
CCCNC(=O)c1ccc2c(c1)N(Cc1cccc(C)c1)C(=O)c1ccccc1S2,-11,7,0.0,0,-14,0.3,-2,-2,.
CS(=O)(=O)c1nc(S(=O)(=O)c2ccc(Cl)cc2)c(NCCCN2CCOCC2)s1,1,0,2.1,0,9,0.4,9,3,-13
O=C(Nc1ccccc1Cl)N1CCN(Cc2ccc3c(c2)OCO3)CC1,-4,.,1.3,-3,-29,-0.1,-4,7,-18
O=[N+]([O-])c1cccc(Cl)c1NCCNS(=O)(=O)c1ccc(Cl)cc1,-3,-1,-1.5,-11,2,-1.8,2,1,-14
COCCn1c(SCc2ccc(F)cc2)nc2ccccc2c1=O,-6,4,0.4,-10,-6,3.0,-17,11,2
COc1ccc([C@H]2CC(=O)C=C(c3cccc(OC)c3OC)C2)cc1OC,0,22,1.5,-7,.,-0.2,.,18,-5
Cc1cc2nc3c(nc2cc1C)C(O)=C3O,-6,5,0.2,3,6,-0.3,-16,3,5
CCCCn1c(N)c(N(CC)C(=O)c2ccc(C#N)cc2)c(=O)[nH]c1=O,-1,16,0.1,3,-1,0.4,-5,5,5
CC(C)Cn1c(N)c(C(=O)COC(=O)c2ccc3c(c2)OCCO3)c(=O)n(C)c1=O,5,7,2.4,0,-4,0.9,-2,5,5
Cc1ccccc1NS(=O)(=O)c1cccc2nonc12,19,15,-0.6,-2,-5,-0.4,2,0,13
# The list goes on.
SMILES,TRHR PAM,D2 potentiator,D2 agonist,D1 potentiator,RXFP1 antagonist,TRHR agonist,D1 antag,D1 ag,D2 antag
Cn1c(=O)c2c(ncn2CC(=O)OCC(=O)c2ccc(Cl)cc2)n(C)c1=O,3,3,0.3,4,0,-0.4,4,0,-11
O=C(Nc1cc(Cl)cc(Cl)c1)C1CC(=O)N(C2CCCC2)C1 (centres undefined),-7,-10,0.4,1,-11,-0.1,3,10,-12
O=C(O)c1ccc(S(=O)(=O)N[C@@H](Cc2ccc(O)cc2)C(=O)O)cc1,-2,.,.,-2,.,0.4,-11,4,.
Cc1ccccc1NC(=S)NCc1ccco1,-3,6,1.6,-5,-25,0.1,-11,4,6
CCOC(=O)CSc1nc(N2CCOCC2)c2c(c1C#N)CC(C)(C)OC2,-1,6,0.4,0,0,-0.3,-29,2,8
CCOc1ccc(NS(=O)(=O)c2cc(C(=O)NCCCN3CCCC3=O)ccc2C)cc1,2,10,-0.5,1,8,0.1,-3,0,-4
O=C(CSc1oc(-c2cccs2)nc1S(=O)(=O)c1ccc(F)cc1)NCC1CCCO1 (centres undefined),6,1,-0.7,-3,-10,0.2,6,2,2
COc1ccccc1COCC(O)CNCCc1ccc(C(F)(F)F)cc1 (centres undefined),-5,-23,0.9,-2,-26,0.9,-25,50*,15
CC(C)CCNc1ncnc2c1nnn2Cc1ccccc1,6,-6,-0.4,5,0,-0.4,6,2,8
CCOc1ccc(C(=O)Nc2ccc(OCc3cc(=O)n4cccc(C)c4n3)cc2)cc1,-2,9,1.4,-2,-3,0.3,-24,0,.
Cc1cc(NC(=O)C(=O)c2cn(C)c3ccccc23)no1,0,2,-0.3,-1,2,-0.4,3,0,-10
CCCC(C(=O)O)N1C(=O)/C(=C/c2cccn2C)SC1=S (centres undefined),3,9,0.4,-2,-9,1.1,1,12,10
O=C(Nc1ccc2ccccc2c1)C(c1ccccc1)C1CCCC1 (centres undefined),-3,-6,1.4,-10,-3,1.1,-23,4,-4
CC(N=C1NS(=O)(=O)c2ccccc21)c1ccccc1 (centres undefined),4,9,-0.2,1,7,-0.6,0,8,-11
Cc1oc2c(c(=O)c1C)C(=O)CC(c1ccccc1)C2 (centres undefined),2,-7,-0.4,-1,1,-0.2,28,0,9
Cc1cc(C)nc(/N=C(\N)Nc2ccc(S(=O)(=O)O)cc2)n1,-12,-1,1.6,-1,10,0.3,5,2,-9
COc1ccc(CNS(=O)(=O)c2ccc(S(=O)(=O)NC3CC3)cc2)cc1,-8,-3,-0.5,-6,-3,0.2,-1,5,16
O=C(NCCCn1ccnc1)/C(=C\c1ccco1)NC(=O)c1ccco1,1,8,0.3,-12,-6,0.9,-19,1,6
Cc1cc(C)cc(OCC(=O)N2CCCCCC2)c1,0,6,-0.5,-1,16,-0.4,-8,0,0
Cc1ccc(Cl)cc1N1CCN(C(=S)NCc2ccco2)CC1,-7,3,2.8,-9,-7,-0.2,.,1,-5
CCCCCCn1c(N2CCN(c3cccc(Cl)c3)CC2)nc2c1c(=O)[nH]c(=O)n2C,0,13,-0.1,3,11,-0.2,2,1,-18
Cc1ccc2c(c1)N(CC(=O)N1CCCCC1c1cccnc1)C(=O)CO2 (centres undefined),1,5,0.0,-3,-10,0.2,-13,2,-4
COc1cccc(C2NC(=O)NC(C)=C2C(=O)Nc2cc(OC)ccc2OC)c1 (centres undefined),-1,-2,-0.6,-4,1,-0.4,2,1,-5
O=C(O)CSCCC(=O)Nc1ccc(F)cc1,4,1,-0.2,-1,-12,0.1,0,2,-26
Fc1ccc(-n2nnc(-c3ccnc4ccccc34)n2)cc1,-1,8,-0.5,2,.,-0.5,16,0,-7
# The list goes on.
SMILES,TRHR PAM,D2 potentiator,D2 agonist,D1 potentiator,RXFP1 antagonist,TRHR agonist,D1 antag,D1 ag,D2 antag
C#CCn1cc(/C=N/NC(=O)c2cc3ccccc3o2)c2ccccc21,-3,-14,-0.9,1,-1,-0.3,-1,-1,-10
O=C(NNC1CC(=O)N(c2ccc(Br)cc2)C1=O)c1ccccn1 (centres undefined),-3,6,-0.2,.,3,0.2,-19,7,-5
O=C(Nc1cc(S(=O)(=O)N2CCCCC2)ccc1Cl)c1ccncc1,0,13,-0.2,1,4,0.1,-12,-1,2
CCc1ccc(C2NC(c3ccc(CC)cc3)C([N+](=O)[O-])C(C)(C)C2[N+](=O)[O-])cc1 (centres undefined),0,4,-0.4,-6,-9,1.1,2,1,3
Cc1onc(-c2ccccc2Cl)c1C(=O)N1CCCCC1,0,14,-0.6,8,-2,-0.9,5,2,-6
Cc1ccc(S(=O)(=O)NCC2CCC(C(=O)NCc3ccc4c(c3)OCO4)CC2)cc1 (centres undefined),0,3,-1.0,-6,-6,0.0,-12,5,-2
O=C(CN1CCN(C2CCCCC2)CC1)Nc1ccccc1N1CCCCC1,2,.,.,4,-28,0.5,6,1,.
O=C(NCCc1nnc2ccc(NCc3ccccc3Cl)nn12)c1ccccc1,-9,5,-1.8,-3,-7,-0.4,3,10,-14

# Some of these compounds in order of molecular weight, smallest number first.
SMILES,TRHR PAM,D2 potentiator,D2 agonist,D1 potentiator,RXFP1 antagonist,TRHR agonist,D1 antag,D1 ag,D2 antag
O=C(O)CSCCC(=O)Nc1ccc(F)cc1,4,1,-0.2,-1,-12,0.1,0,2,-26
Cc1cc(C)cc(OCC(=O)N2CCCCCC2)c1,0,6,-0.5,-1,16,-0.4,-8,0,0
Cc1onc(-c2ccccc2Cl)c1C(=O)N1CCCCC1,0,14,-0.6,8,-2,-0.9,5,2,-6
C#CCn1cc(/C=N/NC(=O)c2cc3ccccc3o2)c2ccccc21,-3,-14,-0.9,1,-1,-0.3,-1,-1,-10
Cc1ccc(Cl)cc1N1CCN(C(=S)NCc2ccco2)CC1,-7,3,2.8,-9,-7,-0.2,.,1,-5
Cc1ccc2c(c1)N(CC(=O)N1CCCCC1c1cccnc1)C(=O)CO2 (centres undefined),1,5,0.0,-3,-10,0.2,-13,2,-4
O=C(Nc1cc(S(=O)(=O)N2CCCCC2)ccc1Cl)c1ccncc1,0,13,-0.2,1,4,0.1,-12,-1,2
O=C(CN1CCN(C2CCCCC2)CC1)Nc1ccccc1N1CCCCC1,2,.,.,4,-28,0.5,6,1,.
O=C(NNC1CC(=O)N(c2ccc(Br)cc2)C1=O)c1ccccn1 (centres undefined),-3,6,-0.2,.,3,0.2,-19,7,-5
COc1cccc(C2NC(=O)NC(C)=C2C(=O)Nc2cc(OC)ccc2OC)c1 (centres undefined),-1,-2,-0.6,-4,1,-0.4,2,1,-5
O=C(NCCc1nnc2ccc(NCc3ccccc3Cl)nn12)c1ccccc1,-9,5,-1.8,-3,-7,-0.4,3,10,-14
Cc1ccc(S(=O)(=O)NCC2CCC(C(=O)NCc3ccc4c(c3)OCO4)CC2)cc1 (centres undefined),0,3,-1.0,-6,-6,0.0,-12,5,-2
